# Rad51 HR inh: Rad51 (human) homologous recombination inhibition. Q06609. AID 1385. inhibition, % at 10 µM. 200,000 compounds, 0.085% hits. hRad51 DNA strand exchange, fluorescence dequenching;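 active means inhibition above 40% at the single screening dose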;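 further: 0% = DMSO control wells and 100% = blanks with heterologous ssDNA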
# Target sequence (Q06609 whole entry, looked up): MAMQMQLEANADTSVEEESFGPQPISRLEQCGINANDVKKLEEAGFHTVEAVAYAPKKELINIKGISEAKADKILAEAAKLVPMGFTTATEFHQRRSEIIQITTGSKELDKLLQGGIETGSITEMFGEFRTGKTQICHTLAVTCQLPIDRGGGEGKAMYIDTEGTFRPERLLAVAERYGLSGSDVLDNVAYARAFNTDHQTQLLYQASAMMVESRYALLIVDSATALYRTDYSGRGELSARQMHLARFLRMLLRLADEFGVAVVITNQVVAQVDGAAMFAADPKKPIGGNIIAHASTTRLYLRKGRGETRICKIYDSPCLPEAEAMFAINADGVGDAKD
#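 System: human Rad51 nucleoprotein filaments preassembled on unlabelled ssDNA. Reagent: labelled 47-mer dsDNA for strand exchange. Schedule: 30-min compound preincubation and 15-min exchange, both room temperature. Measured by: FRET fluorescence dequenching, excitation 485 nm, emission 520 nm. Read-out: Fluorescence-based percent inhibition, control- and blank-normalised. Benchmarks: plate controls and plate blanks.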
# thrombin 1536: thrombin (human) inhibition | 220,000 compounds, 0.26% hits | alpha-thrombin, Boc-VPR-AMC fluorogenic substrate cleavage | inhibition, % at 5 µM;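 active means inhibition at or above 40%; inactive means inhibition below 40%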;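 further: 0% = enzyme with no compound and 100% = wells without enzyme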
#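 Material: human alpha-thrombin protein; Also added: Boc-VPR-AMC substrate, 15 µM final; Timing: enzyme reaction carried out at room temperature; Signal: fluorescence, ex 355 nm, em 460 nm; Measure: % inhibition of thrombin; Controls: enzyme without compound as high, wells lacking enzyme as low.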
# Hck-Nef inh: inhibitors of human Hck kinase activated by Nef | P08631 | Recombinant Hck-YEEI plus Nef, Z-Lyte FRET kinase assay | inhibition, % at 20 µM | 220,000 compounds, 0.68% hits | AID 463187;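 active means Hck-Nef kinase inhibition above about 50%, limit read from the data; inactive means inhibition below that limit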;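 further: 0% = DMSO with Hck plus Nef and 100% = Hck alone without Nef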
# FXIIa inh 1536: inhibitors of human coagulation factor XIIa; P00748; purified FXIIa, Boc-QGR-AMC fluorogenic substrate, 2 h; inhibition, % at 5 µM; 220,000 compounds, 0.3% hits; in the data active means inhibition above about 40%;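 further: 0% = enzyme with no compound and 100% = blank without enzyme; many of its hits are not listed in these tables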
# FXIa inh 1536: inhibitors of human coagulation factor XIa; P03951; purified FXIa, Boc-Glu-Ala-Arg-AMC fluorogenic substrate; inhibition, % at 5 µM; 220,000 compounds, 0.14% hits;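 active means inhibition of at least 40%; inactive means inhibition below 40%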;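 further: fluorescence of freed AMC excited at 355 nm; 0% = enzyme without compound and 100% = no enzyme blank; many of its hits are not listed in these tables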
# Cl transport mod: modulates chloride dependent transport by human KCC2; Q9H2X9; KCC2 cells, thallium flux FluoZin-2 fluorescence; B-score of Tl+ flux slope (higher = more flux/activation; lower = inhibition) at 10 µM; 190,000 compounds, 2.2% hits;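 active means thallium flux slope and its plate-corrected score both differing from the plate sample mean at a set confidence after two filtering rounds, in either direction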;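 further: slope of fluorescence scaled to starting intensity during 10 to 20 s after thallium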
# KLK5 inh: blocks human kallikrein 5 protease activity; inhibition, % at 5 µM; recombinant hK5, fluorogenic AMC substrate cleavage; Q9Y337; 210,000 compounds, 0.59% hits; AID 873;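 active means inhibition of 40% or more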;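 further: 0% = enzyme controls without compound and 100% = no-enzyme blanks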
# Target sequence (Q9Y337 67-293 limits assumed): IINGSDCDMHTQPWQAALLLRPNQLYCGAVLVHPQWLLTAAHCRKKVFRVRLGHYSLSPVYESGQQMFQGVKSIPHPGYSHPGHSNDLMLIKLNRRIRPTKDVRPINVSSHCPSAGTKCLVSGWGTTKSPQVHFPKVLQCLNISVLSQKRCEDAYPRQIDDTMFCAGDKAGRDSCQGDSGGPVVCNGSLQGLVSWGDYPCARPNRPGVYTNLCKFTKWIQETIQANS
# L929 necroptosis: blocks zVAD induced death of L929 cells. L929 zVAD necroptosis rescue, ATP luminescence, 24 h; with zVAD 60 µM. viability rescue, % at 10 µM. 220,000 compounds, 0.38% hits;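 active means activation, scaled between plate controls, above about 75%, limit read from the data; inactive means activation under that limit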;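 further: 0% = zVAD with DMSO and 100% = DMSO alone without zVAD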
# TNF death inh: TNF-alpha cell death inhibition in Jurkat FADD-/- cells. Jurkat FADD-/- TNF necroptosis rescue, ATP luminescence, 24 h; 0 = TNF only, 100 = no-TNF cells. activation (protection from cell death), % at 10 µM. 220,000 compounds, 0.068% hits;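 active means activation, meaning protection from cell death, of at least 50% relative to plate controls; inactive means activation below 50%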;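 further: necroptosis triggered by 40 ng/mL TNF-alpha added together with compound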
# * = called active by the depositor; i = inactive; x = not tested or not shown.
structure,Rad51 HR inh,thrombin 1536,Hck-Nef inh,FXIIa inh 1536,FXIa inh 1536,Cl transport mod,KLK5 inh,L929 necroptosis,TNF death inh
CCCn1c(SCC(=O)N2CCCCC2)nnc1-c1ccccn1,4,-24,10,1,-13,0.87,-8,2.1,1.4
Cc1nc2ccccn2c1C(=O)N/N=C/c1ccc2c(c1)OCO2,2,-1,4,11,13,-0.1,-3,2.0,-1.4
CCOc1cc(OCC)cc(C(=O)NC(=S)Nc2cccc(C(F)(F)F)c2)c1,x,-2,0,10,-5,3.3*,-22,0.0,-4.9
COCCNC(=O)CC(NS(=O)(=O)c1ccc(C)cc1)c1ccco1 (stereo not drawn),2,10,0,52*,0,-0.31,46*,-0.4,-11
Cc1cc(-c2ccccc2)nc(N/N=C/c2ccco2)n1,3,2,2,15,1,0.035,-1,0.0,-4.9
O=C(NCCCn1ccnc1)c1nn2c(C(F)(F)F)cc(-c3ccccc3)nc2c1Cl,15,-5,22,6,1,-0.15,-2,-0.4,-1.5
CC(=O)OCC1OC(n2ccc3ccccc32)C(OC(C)=O)C(OC(C)=O)C1OC(C)=O (stereo not drawn),26,-6,-3,2,5,-0.092,-13,-0.3,0.3
C#CCNC(=O)C1=C[C@H](c2ccc(C(F)(F)F)cc2)C[C@H](OCc2ccc(CO)cc2)O1,4,-7,-8,4,-1,-1.6,-2,0.3,1.1
Cn1c(SCCOc2ccc(Cl)cc2)nnc1-c1ccncc1,6,6,-2,17,5,x,-15,1.4,0.0
On1c2c(c3c4nonc4ccc31)CCCC2,3,1,1,18,10,-1.1,-3,1.0,-3.3
CCN(CC)CC(=O)c1c[nH]c2ccccc12,-6,-1,-1,5,0,0.0039,-9,0.1,0.2
COc1ccccc1C(c1nnnn1C1CCCC1)N1CCN2CCCC2C1 (stereo not drawn),1,1,0,10,2,0.007,0,-0.2,0.8
CCCn1c(SCC(N)=O)nc2c(c1=O)C1(CCCC1)Cc1ccccc1-2,x,2,4,13,5,x,-4,-0.2,-0.5
CCN(CC)C(=O)CN(c1ccc(Cl)cc1)S(=O)(=O)c1ccccc1,4,-6,0,6,-16,x,7,-0.2,0.7
O=C(NCC(=O)N(Cc1ccccc1)C(C(=O)NC1CCCC1)c1ccco1)c1ccco1 (stereo not drawn),8,-1,0,3,-4,x,-19,-0.4,-6.7
CCOC(=O)CNC(=O)CSc1cc(C)nc2ccc(OC)cc12,9,-2,15,3,-3,-0.037,-6,17,4.5
CCCCn1c(CCC)nc([N+](=O)[O-])c1Sc1ccc(Cl)cn1,2,8,2,16,9,-0.3,3,-1.5,-11
Cc1cc[n+]2c3c(cccc13)CCC2,-4,-3,0,5,4,x,-18,-0.1,1.0
COc1ccc(N2CCN(CC(=O)NC(=O)NCc3ccco3)CC2)cc1,-3,-2,3,19,9,-0.19,-7,0.4,1.5
CNC(=S)N(Cc1cc2cc(C)cc(C)c2[nH]c1=O)C1CCCC1,-5,0,23,39,9,-1.7,23,0.5,2.7
COCCCNC(=O)c1ccc2c3c(onc13)-c1ccccc1C2=O,x,-2,16,7,7,i,4,-3.1,-30
O=C(CSc1nc(-c2cccs2)cc(C(F)(F)F)n1)Nc1cc(OCC(F)(F)C(F)F)cc([N+](=O)[O-])c1,x,-1,2,28,27,-0.43,-13,1.4,3.0
CC1CN(c2ccc(NC(=O)c3ccco3)cc2C(=O)O)CC(C)O1 (stereo not drawn),7,-1,-3,6,-1,-0.17,-5,1.1,2.2
Cc1cncn1CCc1nc2c3ccccc3nc(=S)n2[nH]1,x,x,-1,x,x,-0.073,x,0.2,-0.6
COC(=O)Cc1cc(=O)[nH]c(Nc2nc3ccccc3o2)n1,5,-2,1,10,-11,-0.6,-210,0.1,-2.1
COc1cccc(C2C3=C(CCCC3=O)Nc3nc(-c4cc(OC)c(OC)c(OC)c4)nn32)c1 (stereo not drawn),1,5,28,12,5,-0.85,-7,-0.1,-3.0
CCCCCC(=O)Nc1cccc(C2=NOC3(C2)C[C@H](C(N)=O)N(C(=O)c2ccccc2)C3)c1 (stereo partly drawn),3,1,31,13,3,-1.2,5,-0.6,0.7
N#CC1=C(Nc2ccccc2)SC=C(c2ccc(F)cc2)N=C1N1CCOCC1,x,-14,0,2,7,0.022,6,-0.6,-0.1
S=C(NCCc1ccccc1)N1CCN(C(c2ccccc2)c2ccccc2)CC1,x,1,-11,14,8,0.13,5,x,3.8
CCn1c(SCC(=O)c2ccc(C)cc2)nnc1-c1ccoc1C,-5,16,0,10,0,-2.1,3,0.3,-0.1
CCCc1nc2ccccc2c(=O)n1NC(=O)c1c(O)c2ccccc2[nH]c1=O,-2,-3,-3,24,19,-1.4,4,4.9,1.0
COc1ccc(-c2noc(CCCC(=O)Nc3ccc(C(N)=O)cc3)n2)cc1,0,-15,2,11,-6,0.29,-16,0.1,-3.4
CN1CCN(Cc2ccc(Sc3ccc(Cl)cc3)c([N+](=O)[O-])c2)CC1,-1,0,-25,1,-4,1.3,-8,-0.6,-3.5
CCOC(=O)Cc1nc2ccccc2n(CC#N)c1=O,-3,-10,23,7,-1,-0.018,1,2.4,1.3
CCCn1nc2cc(C(=O)NCc3ccc4c(c3)OCO4)ccc2c1OCC,-8,1,0,12,-1,0.58,-49,0.1,-3.2
Cn1ccnc1SCC(=O)Nc1ccc(F)c([N+](=O)[O-])c1,x,-5,13,3,-6,0.68,11,-0.6,-0.8
O=C(COC(=O)Cc1ccsc1)NCC1CCCCC1,-2,-2,3,-13,-14,-0.44,-27,0.3,-0.5
Cc1c(NC(=O)CN2c3cccc4cccc(c34)S2(=O)=O)c(=O)n(-c2ccccc2)n1C,-16,-2,2,10,3,0.039,-6,0.2,0.1
CC(C)(C)c1ccc(S(=O)(=O)N2CCCCC2)cc1,2,-4,1,9,-2,-0.77,-14,1.2,1.3
O=C(CSCc1ccc(F)cc1)NCc1ccc2c(c1)OCO2,1,0,19,6,-8,-0.016,4,1.3,2.2
O=C(O)c1ccc(CN2CCOCC2)o1,4,-9,18,5,-6,0.45,2,-0.2,0.2
CCc1nnc(NC(=O)CSc2nnc(Cc3ccc(OC)cc3)o2)s1,8,-3,1,25,19,-0.0085,-5,-0.3,-2.5
O=S(=O)(c1ccccc1)N1CCN(S(=O)(=O)N2CCCCC2)CC1,0,4,0,16,6,0.52,-1,-0.1,0.5
Cc1ccc(CNc2ncnc(N)c2[N+](=O)[O-])cc1,5,-2,11,3,-8,1.7,-10,-0.3,-1.3
CCCNC(=O)COc1ccccc1[N+](=O)[O-],-12,-2,3,11,3,0.65,-6,0.8,-0.8
CC(C)C(=O)Nc1ccc(C(=O)Nc2nnc(C(C)C)s2)cc1,7,1,15,4,-8,-0.59,1,72,1.8
Cc1[nH]c2ccc(F)cc2c1CCN(Cc1cccnc1)C(=S)Nc1ccccc1,-9,-9,17,6,-3,-0.091,-4,-0.9,1.0
O=S1(=O)CC(O)C(NCc2ccco2)C1 (stereo not drawn),8,-6,1,7,-3,0.042,-4,-0.3,-10
COc1cc(OC)cc(C(=O)Nc2ccc(S(=O)(=O)Nc3cc(C)nc(C)n3)cc2)c1,x,-2,0,10,-5,0.31,10,0.0,0.4
S=C(NCc1ccco1)Nc1cccc(Cl)c1,2,-5,0,2,5,x,-28,-0.1,-6.7
COc1cc(/C=C2/NC(=O)NC2=O)cc(Br)c1OCc1ccccc1,16,6,25,3,-1,-0.33,0,0.8,0.4
CCCOc1ccc2ccccc2c1/C=N/n1c(C)nnc1-n1nc(C)cc1C,3,-3,3,9,0,-1.9,1,-0.1,-18
CCc1n[nH]c2c1/C(=N/O)CCC2,0,-6,1,10,-3,0.16,-10,-0.3,0.4
C(=N\c1nc2ccccc2[nH]1)/c1cccs1,-13,6,-3,14,-7,-0.93,-2,0.5,3.0
COc1ccc(C(CC(=O)N2CCCC2)c2c(OC)cc(OC)c3ccc(=O)oc23)cc1 (stereo not drawn),-1,-4,28,5,-3,-0.16,-2,-0.4,-1.0
Cn1c(=O)c2c(ncn2CC(=O)N2CCc3ccccc3C2)n(C)c1=O,4,2,0,11,2,x,-11,0.3,-0.1
O=C(C1=NNC2C(=O)N(c3ccccc3)C(=O)C12)c1nc(Cl)ccc1Cl (stereo not drawn),-1,0,2,12,17,0.52,-1,0.8,1.3
Cc1cc2cc(CN(CC3CCCO3)C(=S)NCc3ccco3)c(=O)[nH]c2cc1C (stereo not drawn),-4,-5,0,7,1,-0.46,-2,0.5,2.7
Cc1ccc(-c2csc3ncnc(-n4nc(C)cc4N)c23)cc1,1,-3,3,2,-7,0.64,9,0.0,-3.0
CN(C)CCn1c(C(=O)Nc2ccccc2)cc2ccccc21,-10,-6,1,12,0,x,1,-0.2,-1.8

# (next part)
structure,Rad51 HR inh,thrombin 1536,Hck-Nef inh,FXIIa inh 1536,FXIa inh 1536,Cl transport mod,KLK5 inh,L929 necroptosis,TNF death inh
COCCn1nnnc1CN(CCCN1CCOCC1)Cc1cc2c(C)ccc(C)c2[nH]c1=O,-1,3,2,36,10,0.99,-6,0.1,1.2
COc1ccc(C(C[N+](=O)[O-])c2c(C)[nH]c3ccccc23)cc1OC (stereo not drawn),-9,-7,0,9,5,-0.34,-7,-0.1,1.8
Cc1ccc(-c2cc(C(=O)Nc3ccc(S(=O)(=O)Nc4nccs4)cc3)c3ccccc3n2)c(C)c1,1,-3,-3,8,1,-0.081,11,1.8,2.8
Cc1oc2ccc(O)cc2c1C(=O)OC(C)C,3,-5,8,7,-5,0.23,-9,0.2,-1.7
CCCN1C(=O)/C(=C/c2ccc(C)o2)SC1=Nc1ccc(OC)cc1,-4,0,1,2,-2,0.29,12,-0.1,-3.2
Cc1cc(C)n(-c2nc3c(c(=O)[nH]c(=O)n3C)n2Cc2cccc(Br)c2)n1,-5,2,1,14,4,-0.15,-3,-0.4,-0.8
Cc1ccc(S(=O)(=O)N2CCCC2)cc1[N+](=O)[O-],-6,-4,0,6,-6,-0.023,-22,0.0,1.2
COC(=O)/C=C1\NCCNC1=O,9,-9,-8,1,-4,0.12,-5,1.1,1.1
CCOC(=O)N1CCC(NC(=O)Cc2cn(C)c3ccccc23)CC1,-1,-2,1,3,-2,x,-9,0.4,1.2
CCc1cccc(OCC(=O)Nc2ccc(S(=O)(=O)Nc3ccccn3)cc2)c1,x,1,16,0,-3,-0.27,-2,0.4,1.1
COC(=O)c1[nH]c2cc(OC)ccc2c1NC(=O)CN1CCOCC1,-14,-6,-1,-7,-8,0.21,-10,0.2,-0.3
CCN(CC)S(=O)(=O)c1ccc2c(c1)c(=O)c(C(=O)NCc1cccs1)cn2C,x,64*,-1,12,5,0.31,-7,x,-0.2

# Screens from PubChem BioAssay.

# Only part of the results is shown; the hit share may differ from the screen's.
